Neddyl block: inhibitors of cullin neddylation, primary screen, biochemical, TR-FRET, uHTS, NAE and Ubc12. NEDD8-conjugating enzyme Ubc12 (Homo sapiens) + NEDD8-activating enzyme E1 regulatory …. calls only at 25 µM. actives 0.58% (n = 360,000); in the data active = inhibition above about 36%
MsrA act: bovine MsrA enzyme activators, primary screen, biochemical, absorbance, HTS | Methionine sulfoxide reductase A (Bos taurus) | purified bovine MsrA, absorbance read-out | activation, % at 10.6 µM | actives 0.3% (n = 360,000) | AID 602163, 2012; in the data active = activation above about 7.5%;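 note: 0% = vehicle and 100% = reference activator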
CendR NRP1 mod: modulators of CendR peptide binding to NRP-1, primary screen, biochemical, fluorescence polarization, uHTS; actives 0.85% (n = 360,000); FAM-RPARPAR peptide binding to NRP-1; Neuropilin-1 (Homo sapiens), O14786; inhibition, % at 25 µM;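 active = inhibition or corrected inhibition above about 18%, plus a signal ratio from 0.5 to 1.5, limit read from the data, passing the limit was not always enough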; note: strong numbers were not always called active
Rin1-Abl PPI inh: inhibitors of Rin1-Abl protein binding, primary screen, biochemical, TR-FRET. Tyrosine-protein kinase ABL1 (Homo sapiens) + Ras and Rab interactor 1 (Homo sapiens), …. inhibition, % at 7.35 µM. actives 0.4% (n = 360,000). AID 588664, 2011; in the data active = inhibition above about 5%, passing the limit was not always enough
MT1-MMP act inh: blockers of MT1-MMP proenzyme processing, primary screen, HT1080 RFP-PRO-GFP cells, GFP/RFP fluorescence | Matrix metalloproteinase-14 (Homo sapiens), P50281 | AID 651647, 2012 | actives 0.061% (n = 360,000) | GFP/RFP ratio fluorescence, overnight; percent of plate control window, DMSO zero | GFP/RFP ratio change, % at 20 µM;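 active = GFP/RFP ratio change of at least 30% with cell ATP level not reduced by more than half and red fluorescence within 50% of control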; note: strong numbers were not always called active
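Test system: HT1080 RFP-PRO-GFP cells; Benchmarks: DMSO and RFP-L50D-GFP cell wells; Timing: cells overnight before dosing, compound overnight, 37 °C, 5% CO2; Compound: one 20 µM compound dose with 1% DMSO; Read-out: GFP/RFP fluorescence ratio.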
MsrA inh: bovine MsrA enzyme inhibitors, primary screen, biochemical, absorbance, HTS; Methionine sulfoxide reductase A (Bos taurus); purified bovine MsrA, absorbance read-out; inhibition, % at 15.5 µM; actives 0.75% (n = 360,000); AID 651718, 2012; in the data active = inhibition above about 4.5%;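 note: 0% = vehicle wells with enzyme and 100% = reference inhibitor wells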
FAS-TE inh: FAS thioesterase domain inhibitors, primary screen, biochemical, fluorescence intensity, uHTS. Fatty acid synthase (Homo sapiens), P49327. recombinant FAS-TE, OMFH fluorogenic substrate, fluorescence endpoint. inhibition, % at 15 µM. actives 0.67% (n = 360,000). AID 602261, 2012;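 active = compounds whose normalised, plate-corrected inhibition of enzyme fluorescence in the single-dose primary screen is 50% or more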;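 note: 0% = DMSO with enzyme and 100% = substrate without enzyme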
SKN-1 block: suppressors of acrylamide-induced Pgst-4::GFP reporter in worms, primary screen, SKN-1 inhibitor project, whole organism, uHTS, GFP/RFP fluorescence ratio, strain VP596; C. elegans VP596 Pgst-4::GFP/RFP ratio, 24 h; actives 0.49% (n = 360,000); AID 624304, 2012; inhibition, % at 21.8 µM;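 active = interference check ratio from 0.5 to 1.5 plus GFP to RFP signal ratio inhibition reaching or exceeding a fixed threshold, cut at about 30% in these data, passing the limit was not always enough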; note: some compounds called inactive have numbers as strong as hits
eLon inh: inhibitors of E. coli Lon protease, primary screen, biochemical, fluorescence polarization. P0A9M0. purified E. coli Lon protease. inhibition, % at 7.94 µM. actives 0.42% (n = 360,000). AID 602123, 2011; in the data active = inhibition above about 13%, passing the limit was not always enough;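 note: 0% = enzyme with probe and DMSO and 100% = no enzyme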
Target sequence (P0A9M0 whole entry, looked up): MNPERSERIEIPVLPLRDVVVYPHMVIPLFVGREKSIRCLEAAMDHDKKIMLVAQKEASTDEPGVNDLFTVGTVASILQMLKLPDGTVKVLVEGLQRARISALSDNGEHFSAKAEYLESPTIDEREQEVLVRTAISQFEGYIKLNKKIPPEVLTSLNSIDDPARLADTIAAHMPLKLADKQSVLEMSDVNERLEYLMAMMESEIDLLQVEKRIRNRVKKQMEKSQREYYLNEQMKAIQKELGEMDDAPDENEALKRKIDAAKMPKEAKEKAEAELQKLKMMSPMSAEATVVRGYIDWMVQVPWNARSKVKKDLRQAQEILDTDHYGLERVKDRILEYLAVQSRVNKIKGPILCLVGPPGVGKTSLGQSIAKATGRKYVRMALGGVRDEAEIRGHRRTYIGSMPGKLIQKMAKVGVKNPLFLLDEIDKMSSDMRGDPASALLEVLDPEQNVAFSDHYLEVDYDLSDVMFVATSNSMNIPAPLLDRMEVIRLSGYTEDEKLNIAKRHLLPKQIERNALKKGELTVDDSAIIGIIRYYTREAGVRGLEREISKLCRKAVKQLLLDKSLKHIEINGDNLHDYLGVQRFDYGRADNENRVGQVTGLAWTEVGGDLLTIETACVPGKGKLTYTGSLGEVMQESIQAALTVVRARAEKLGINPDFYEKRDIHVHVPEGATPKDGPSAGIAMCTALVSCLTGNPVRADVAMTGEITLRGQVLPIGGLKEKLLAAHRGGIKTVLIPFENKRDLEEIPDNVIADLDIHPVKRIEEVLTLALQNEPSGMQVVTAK
Starred values were filed as active, the others as inactive; i = inactive; . = not tested or not shown. An unsorted share of the library (roughly 4.2% active in at least one column).

SMILES	Neddyl block	MsrA act	CendR NRP1 mod	Rin1-Abl PPI inh	MT1-MMP act inh	MsrA inh	FAS-TE inh	SKN-1 block	eLon inh
CCc1nc(N[C@H](C(=O)O)C(C)CC)c2oc3ccccc3c2n1 (stereo partly drawn)	i	-2	12	0	1	0.9	-5	-3	1
CCN(CC)C(=S)SCC(=O)NC12CC3CC(CC(C3)C1)C2	i	-3	5	-2	-10	0.6	19	7	4
COCCNC(=O)C1CC2Cn3c(nc4cc(C)c(C)cc43)C2N1C (stereo not drawn)	i	-4	-8	2	2	-0.9	-10	3	2
N#C/C(=C/c1ccc(Sc2nc3ccccc3[nH]2)o1)c1cccc(Br)c1	i	-6	-10	-2	-23	1.5	8	-18	-1
CC(C)Sc1nc2[nH]ncc2c(=O)[nH]1	i	1	-6	-2	5	-0.8	-6	-4	-3
Cc1cnc(CNC(=O)c2ccc3sc([C@@H]4O[C@H](CO)[C@H](O)[C@H](O)[C@H]4O)nc3c2)cn1	i	-2	-2	-2	5	0.3	-8	-12	2
Cc1nn(Cc2ccc(Cl)cc2)c2sc(C(=O)O)cc12	i	-3	3	0	2	-0.6	-1	-1	0
COc1ccc(CN2CC(C(=O)NCCN3CCN(c4ccccc4F)CC3)CC2=O)cc1 (stereo not drawn)	i	1	5	0	2	-0.8	-10	4	6
O=C(NO)c1ccccc1C(F)(F)F	i	-2	11	3	0	1.8	-1	3	-2
O=C(COC(=O)Cc1c[nH]c2ccccc12)Nc1cccc2ccccc12	i	-3	-7	-1	3	0.2	5	1	-14
Cn1c(/C(C#N)=C(\O)c2cccc(F)c2)nc2ccccc21	i	-7	4	-1	-3	2.6	2	-2	11
CC1(C(=O)NS(=O)(=O)c2ccc(Cl)cc2)CCN1C(=O)Cc1ccsc1 (stereo not drawn)	i	-2	5	-2	-2	-1.0	-5	-3	-2
CCNC(=S)N(CCCO)Cc1cc2cc3c(cc2[nH]c1=O)OCCO3	.	-1	10	-2	-2	3.1	0	13	-13
COc1cc2[nH]c(=O)c(C(=O)NCCCN3CCCCC3)c(O)c2cc1OC	.	-14	2	4	3	1.4	-8	11	0
CCCCn1c(SCc2ncc(-c3ccccc3)o2)nc2cc(S(N)(=O)=O)ccc21	i	0	7	-1	11	0.5	23	-1	3
CC1CCc2c(sc(NC(=O)CSc3ncn[nH]3)c2C#N)C1 (stereo not drawn)	i	-1	1	0	-2	1.6	-151	11	-6
Clc1ccc(-c2nnc3n2CCCS3)cc1	i	-1	6	3	1	-0.6	-1	15	-13
CSCC[C@H](NC(=O)[C@H](Cc1ccccc1)n1c(=O)[nH]c2ccccc2c1=O)C(=O)N[C@@H](Cc1ccccc1)C(=O)O	i	-3	4	-3	-1	0.5	3	-2	-7
Cc1cc(OCC(=O)OCC(=O)N(C)c2c(N)n(Cc3ccccc3)c(=O)[nH]c2=O)ccc1Cl	i	-1	-8	1	-2	-0.5	-2	18	-12
CC1CCCN(c2nc(N(C)c3ccccc3)nc(N)c2[N+](=O)[O-])C1 (stereo not drawn)	i	-3	3	-4	-1	1.1	20	9	-4
C=CCN1C(=O)/C(=c2\sc3nc(=O)c(Cc4ccccc4Cl)nn3c2=O)c2ccccc21	i	-3	5	-4	3	2.0	3	2	3
CCc1cccc(NC(=O)CCCCCC2NC(=O)NC2C)c1 (stereo not drawn)	i	-2	-3	97*	2	-1.1	-6	3	-8
COCCN(C(=O)CNC(=O)c1ccco1)C(C(=O)NC1CCCCC1)c1cccnc1 (stereo not drawn)	i	-3	-12	2	3	0.8	-5	1	10
COc1ccc2cc(/C=N/NC(=O)c3ccc(CN(c4cccc(Cl)c4Cl)S(C)(=O)=O)cc3)c(Cl)nc2c1	i	-1	-4	0	-2	-0.1	69*	7	-3
CC(C)(C)c1ccc(C(=O)N2CCC(C(=O)NC3CCCCCC3)CC2)cc1	i	-4	8	1	5	0.0	-3	-4	10
Fc1cccc(CSc2ccc(-c3ccc4c(c3)OCO4)nn2)c1	i	1	-10	3	9	0.2	13	2	-4
COc1ccc(C(=O)Nc2cc(C(F)(F)F)ccc2-n2cncn2)cc1	i	-3	-2	-1	-2	0.0	3	-35	-5
CCC(CC)C1C(C#N)=C(N)Oc2n[nH]c(C)c21 (stereo not drawn)	i	-1	-10	2	-4	-0.3	-5	24	12
CCN(CC(=O)NCc1ccc(F)cc1)C(=O)/C=C/c1cc(OC)ccc1OC	.	-7	-3	1	-1	0.2	-2	4	5
O=C(CCCl)Nc1nnc(SCC(=O)NC2CCCC2)s1	i	-2	9	2	0	0.9	-5	16	-1
CCN1CCN(C(=O)Cn2ncc3c([nH]c4ccc(C)cc43)c2=O)CC1	i	-3	4	2	0	-0.8	-4	-12	-2
CCC(c1nnc(SCC(=O)Nc2ccc(S(N)(=O)=O)cc2)n1Cc1ccccc1)N(C)C (stereo not drawn)	i	-6	6	3	0	0.3	-8	8	-8
COc1ccc(N2CCN(C3CCCN(Cc4ccc(F)cc4Cl)C3)CC2)cc1 (stereo not drawn)	i	-12	-9	1	4	0.2	-1	-24	-3
C=C(C)Cc1c(C)c(C#N)c2[nH]c3ccccc3n2c1=O	.	-1	-7	3	4	3.5	2	17	5
CCOc1cccc(C2/C(=C(\O)c3ccc4c(c3)OCCO4)C(=O)C(=O)N2Cc2ccncc2)c1 (stereo not drawn)	i	-5	6	-6	0	-0.2	-5	-4	-8
COCCn1c(SCC(=O)NC2CCCC2)nc2c(c1=O)SCC2	i	-9	-2	1	0	2.7	-8	-2	-7

An excerpt of these results, field by field:
CCN1CCN(C(=O)Cn2ncc3c([nH]c4ccc(C)cc43)c2=O)CC1
  Neddyl block = i; MsrA act = -3; CendR NRP1 mod = 4; Rin1-Abl PPI inh = 2; MT1-MMP act inh = 0; MsrA inh = -0.8; FAS-TE inh = -4; SKN-1 block = -12; eLon inh = -2

CCC(c1nnc(SCC(=O)Nc2ccc(S(N)(=O)=O)cc2)n1Cc1ccccc1)N(C)C (stereo not drawn)
  Neddyl block = i; MsrA act = -6; CendR NRP1 mod = 6; Rin1-Abl PPI inh = 3; MT1-MMP act inh = 0; MsrA inh = 0.3; FAS-TE inh = -8; SKN-1 block = 8; eLon inh = -8

(further entries)
SMILES	Neddyl block	MsrA act	CendR NRP1 mod	Rin1-Abl PPI inh	MT1-MMP act inh	MsrA inh	FAS-TE inh	SKN-1 block	eLon inh
COC(=O)c1cc(C)sc1NC(=O)CN1CCN(C(=O)c2ccco2)CC1	i	-11	3	-1	0	-1.3	-1	1	-3
CCOc1ccc(NC(=O)CN(C)C(=O)CC2CCCCC2)cc1OCC	i	1	9	2	3	0.7	-3	6	-3
Cc1cc(C)cc(N(C(=O)Cn2nnc3ccccc32)C(C(=O)NCc2ccco2)c2ccncc2)c1 (stereo not drawn)	i	-1	21	-2	2	-0.1	-1	1	-3
Cc1ccc(CN2CCC[C@]3(N[C@H](c4ccccc4)[C@@H]4C(=O)N(C)C(=O)[C@@H]43)C2=O)cc1	i	-1	7	-6	-1	1.1	-4	1	3
CCc1ccc2nc3n[nH]c(N)c3cc2c1	i	-5	-7	-5	3	0.9	-7	-14	3
Fc1cccc(Cc2c(-c3ccco3)nc3ccc(Cl)cn23)c1	i	-6	-10	2	-4	.	4	3	-9
O=C(Nc1ccccc1N1CCCCC1)c1ccc(F)c(S(=O)(=O)N2CCOCC2)c1	i	-1	2	2	-5	-0.3	34	6	5
Cc1ccc(S(=O)(=O)Nc2ccc(S(=O)(=O)Nc3nccs3)cc2)c([N+](=O)[O-])c1	i	-1	2	-3	1	-0.7	8	-3	3
COc1ccc(C(CNC(=O)c2cccc(S(=O)(=O)N3CCCC3)c2)N2CCCC2)cc1 (stereo not drawn)	i	-2	-6	1	-4	0.7	-9	21	-3
COc1ccc2[nH]cc(CCNC(=O)c3ccc4ccccc4n3)c2c1	i	-2	-7	-1	2	0.8	13	8	0
CCCCCN1C(=O)/C(=C/c2c(N3CCc4ccccc4C3)nc3ccccn3c2=O)SC1=S	i	-6	139	2	-87	0.1	-3	6	-71
Cc1[nH]n(-c2ccccc2)c(=O)c1N=Nc1cccc([N+](=O)[O-])c1	i	-1	-3	-3	-1	1.5	30	9	-1
Oc1ccc(-c2nc3ncccn3c2Nc2ccc3c(c2)OCO3)cc1	i	-4	24*	-4	-2	2.3	-6	14	-2
CCOC(=O)C1=C(COC(=O)COc2ccc(Br)cc2)NC(=O)NC1C (stereo not drawn)	i	-7	-3	0	3	0.7	-1	5	1
O=C(Nc1ccccc1C(=O)O)c1ccccc1	i	-1	-15	0	1	3.2	-10	9	-2
CCOC(=O)N1CCN(C(=O)COC(=O)CSc2cc(C)c(Br)cc2C)CC1	i	-3	-18	2	4	-0.5	1	5	11
CCc1ccc2c(c1)c(N=NC1=NC(=O)CS1)c(O)n2C	i	-2	7	-8	5	2.6	-3	-11	1
O=C(NCc1ccccc1)c1ccc(Cl)nc1	i	-8	10	2	1	0.3	0	3	-3
COc1cc(C(=O)NC(=S)Nc2ccccc2N2CCCC2)cc(OC)c1OC	i	-10	-5	-2	17	-0.4	18	8	-20
CCOC(=O)C(NCc1ccccc1OC)(NC(=O)CC)C(F)(F)F (stereo not drawn)	i	-1	10	1	-1	0.4	-1	-9	-11
c1ccc(SCc2nc3ccccc3s2)nc1	i	-2	0	-1	-3	-1.6	3	31	-1
CC(C)c1ccc(NC(=O)N2CCC(c3nc4ccccc4o3)CC2)cc1	i	-3	-1	3	3	.	14	1	-2
CC1(C(=O)NS(=O)(=O)c2ccc(Cl)s2)CCN1C(=O)C1(c2ccc(Cl)cc2)CCC1 (stereo not drawn)	i	-13	-13	3	-7	-0.2	-3	8	9
COc1ccc(/C=C2\N=C(C)N(c3ccc4ccccc4c3)C2=O)cc1OC	i	-2	-18	0	-2	3.4	0	-11	-6
COc1ccc(/C=C2\SC(=O)N(CCNC(=O)CN3C(=O)NC4(CCCC4)C3=O)C2=O)cc1	i	-3	-4	-3	0	4.1	-4	-4	-2
CCN(C(=O)COC(=O)c1cccc(C)c1[N+](=O)[O-])c1c(N)n(Cc2ccccc2)c(=O)[nH]c1=O	i	-1	5	-1	-3	-0.1	-6	21	-6
O=C(Nc1ccc(S(=O)(=O)Nc2ncccn2)cc1)c1cccc(S(=O)(=O)N2CCCC2)c1	i	-1	-14	-4	11	-0.1	-2	-13	14
COc1ccc(NC(=O)C(c2cc3c(cc2[N+](=O)[O-])OCO3)N(C)C)cc1 (stereo not drawn)	i	-3	10	0	3	0.1	-5	2	-6
Cc1ccc(C(=O)N2CCCCC2C(=O)O)cc1S(=O)(=O)N1CCCCC1 (stereo not drawn)	i	-2	-3	5	-2	0.2	-4	19	14
CC(=O)N(NC(=O)c1ccc(C)cc1)C1CC(=O)N(c2ccccc2Cl)C1=O (stereo not drawn)	i	-7	19	-1	0	-0.3	-12	-4	1

Two records picked at random from those above, as already listed:
SMILES	Neddyl block	MsrA act	CendR NRP1 mod	Rin1-Abl PPI inh	MT1-MMP act inh	MsrA inh	FAS-TE inh	SKN-1 block	eLon inh
O=C(Nc1ccc(S(=O)(=O)Nc2ncccn2)cc1)c1cccc(S(=O)(=O)N2CCCC2)c1	i	-1	-14	-4	11	-0.1	-2	-13	14
Cc1ccc(C(=O)N2CCCCC2C(=O)O)cc1S(=O)(=O)N1CCCCC1 (stereo not drawn)	i	-2	-3	5	-2	0.2	-4	19	14
